# Abeta yeast res = restores growth of yeast expressing A-beta42 peptide. yeast expressing A-beta42, growth rescue, OD600, 48 h; response scale: 0% DMSO, 100% iron-clioquinol control. Potency, µM (highest dose often 46.1 µM), for inactives: at the highest dose growth rescue, usual class: activators. 410,000 tested, 0.063% active; also: potency is read from the fitted curve at half-maximal effect; nearly all actives have a fitted effect of over 55% in size
#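 Yeast growth medium received pinned compounds, then yeast cells expressing toxic A-beta were added; plates incubated at 30 C for 48 hr. Growth read as absorbance at 600 nm, normalized to DMSO and equimolar FeCl3 plus clioquinol controls.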
# D3 antag = blocks the human D3 dopamine receptor; D3R cells, DiscoveRx beta-arrestin luminescence, antagonist mode; stronger effect = lower value; max response, negative = inhibition, %; 360,000 tested, 2.5% active; AID 652054; in the data active = max response below about -50%; inconclusive = no clear call, values can overlap the other calls; also: % is scaled to controls: 0 for no effect and ±100 for the full control effect; mostly tested at two doses, the higher about 12 µM
#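 Cells plated overnight at 1500 cells/well, then exposed to library compounds with dopamine controls for 90 minutes at 37 degrees C. DiscoveRx reagent added for 30–60 minutes at room temperature; luminescence read, quantitative HTS format.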
# GLP1R ag = GLP-1 receptor (human) agonism; HEK293 GLP-1R CRE-luciferase, luminescence, 4-6 h; cells express a hypersensitive GLP-1R form; Potency, µM (doses to about 45.6 µM), for inactives: top-dose activation, actives largely listed as activators; 380,000 tested, 0.007% active; AID 624172; also: potency is read from the fitted curve at half-maximal effect; % of control where 0% means no effect
# Target sequence (P43220 whole entry, looked up): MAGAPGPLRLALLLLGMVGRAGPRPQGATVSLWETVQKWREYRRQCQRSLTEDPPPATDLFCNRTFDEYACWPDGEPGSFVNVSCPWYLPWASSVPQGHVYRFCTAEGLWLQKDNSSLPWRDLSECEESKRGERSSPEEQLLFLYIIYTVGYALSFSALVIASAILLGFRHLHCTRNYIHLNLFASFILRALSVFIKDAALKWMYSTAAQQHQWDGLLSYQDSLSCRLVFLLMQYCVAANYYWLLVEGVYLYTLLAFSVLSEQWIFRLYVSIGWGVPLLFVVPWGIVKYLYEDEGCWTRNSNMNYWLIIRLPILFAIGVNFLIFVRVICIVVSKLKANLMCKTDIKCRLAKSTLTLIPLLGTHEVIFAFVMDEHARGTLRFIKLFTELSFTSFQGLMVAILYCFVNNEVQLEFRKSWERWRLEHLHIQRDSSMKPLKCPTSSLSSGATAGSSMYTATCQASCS
# GLP-1R inv ag = inverse agonists of human GLP-1 receptor; 410,000 tested, 1.6% active; P43220; Potency, µM (titrated, usually from 38.3 µM), inactives show top-dose activity change, negative = inhibition, most hits filed as inhibitors; HEK293 GLP-1R CRE-luciferase, luminescence, 24 h; GLP-1R form is constitutively active; also: potency is read from the fitted curve at half-maximal effect; % is scaled to controls: 0 for no effect and ±100 for the full control effect; nearly all actives have a fitted effect of over 55% in size
#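 Seeding at 200 cells/uL, 12 h culture, 24 hr compound treatment, then luciferase reagent and a luminescence read; cells are HEK293 stably expressing a constitutively active GLP-1R plus cAMP-responsive luciferase.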
# Akt phos inh = Akt phosphorylation inhibition. Neuro2A IGF-stimulated pAkt S473 HTRF, 20 min; stronger effect = lower value. activity change, % for hits at 50 µM. 360,000 tested, 0.32% active; in the data active = activity change below about -80%; inconclusive = mostly about -51% to -80%; also: % is scaled to controls: 0 for no effect and ±100 for the full control effect
#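 Neuro2A cells (4,500/well, DMEM with 0.5% FBS) were treated with compound at a single 50 µM final concentration, stimulated with 6 nM IGF for 20 min at 37 °C, and lysed. Phospho-Akt Ser473 was read by HTRF as 665/615 ratio ×10^4.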
# FUS yeast rescue = suppressors of FUS proteinopathy in yeast; S. cerevisiae FUS-expressing, growth rescue, OD600, 24 h; Potency, µM (doses to about 76.6 µM), for inactives: at the highest dose growth rescue (activation), most hits filed as activators; 390,000 tested, 0.24% active; AID 1347120;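 also: potency is read from the fitted curve at half-maximal effect; plate controls were DMSO vehicle for no effect and reference control for full effect; nearly all actives have a fitted effect of over 55% in size; some results filed as inactive show a strong effect at the top dose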
#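 FUS-expressing yeast, raffinose-pregrown, induced in 2% galactose minimal medium at OD 0.005; compounds in a dilution series, 24hr at 30C. Growth restoration read as absorbance at 600 nm. CP55940 positive control, DMSO negative.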
# aSyn rescue = inhibitors of alpha-synuclein toxicity in yeast; AID 652106; Potency, µM (highest dose often 46.1 µM), for inactives: top-dose growth rescue (activation), hits mostly activators; 370,000 tested, 0.14% active; Yeast expressing alpha-synuclein, growth rescue, BacTiter-Glo, 24 h; also: potency is read from the fitted curve at half-maximal effect; % of control where 0% means no effect; nearly all actives have a fitted effect of over 65% in size
#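 Readout is rescue of growth in alpha-synuclein-expressing yeast, so inhibitors of toxicity appear as activators. Growth after 24 hr at 30 deg C in galactose medium is quantified by luminescence.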
# TDP-43 yeast inh = TDP-43 toxicity inhibition in yeast. Potency, µM (highest dose often 46.1 µM), inactives show at the highest dose growth rescue (activation), usual class: activators. AID 652104. TDP-43 expressing yeast growth rescue, BacTiter-Glo, 24 h. 410,000 tested, 1.8% active; also: potency is read from the fitted curve at half-maximal effect; % of control where 0% means no effect; nearly all actives have a fitted effect of over 50% in size
#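 Yeast cells expressing TDP-43 under galactose induction are exposed to compounds for 24 hr at 30 deg C. BacTiter-Glo luminescence measures growth, so protective compounds score as activators.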
# PTHR1 agonist = PTHR1 (human) receptor agonism. 410,000 tested, 0.075% active. HEK293 GP2 PTHR1 cells, GloSensor cAMP luminescence, 1 h. Potency, µM (doses to about 115 µM), for inactives: at the top dose activation, hits mostly activators. AID 743266; also: potency is read from the fitted curve at half-maximal effect; nearly all actives have a fitted effect of over 55% in size; some results filed as inactive show a strong effect at the top dose; inactives centre near -15; many of its hits are not listed in these tables
# Target sequence (Q03431 whole entry, looked up): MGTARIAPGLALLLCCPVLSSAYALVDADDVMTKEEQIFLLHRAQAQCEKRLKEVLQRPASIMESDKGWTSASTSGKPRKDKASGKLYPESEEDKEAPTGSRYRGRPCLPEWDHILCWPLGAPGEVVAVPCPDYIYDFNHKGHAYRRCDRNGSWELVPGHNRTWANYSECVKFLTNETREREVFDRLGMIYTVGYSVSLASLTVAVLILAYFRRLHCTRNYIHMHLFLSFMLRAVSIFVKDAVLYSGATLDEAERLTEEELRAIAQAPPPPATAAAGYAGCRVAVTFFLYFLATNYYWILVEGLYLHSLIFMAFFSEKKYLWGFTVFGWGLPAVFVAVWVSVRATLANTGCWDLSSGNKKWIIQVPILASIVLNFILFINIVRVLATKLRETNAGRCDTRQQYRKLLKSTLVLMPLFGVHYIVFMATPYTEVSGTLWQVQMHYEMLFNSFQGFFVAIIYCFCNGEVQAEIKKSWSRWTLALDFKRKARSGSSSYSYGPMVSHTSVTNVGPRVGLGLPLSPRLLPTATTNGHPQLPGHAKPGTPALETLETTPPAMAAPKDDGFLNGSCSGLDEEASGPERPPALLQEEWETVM
#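 HEK-293-derived GP2 cells expressing PTHR1 and a GloSensor cAMP reporter, 3,000/well, plated overnight, given luciferin plus IBMX (each 0.5 mM as added) for 1 h at 37 °C, then compound for 1 h at 37 °C. Luminescence was read after 15 min at room temperature.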
# An asterisk follows results filed as active; i = inactive; ? = inconclusive; · = no result given; [ ] = dose if it differs, or a comment. Unless noted, calls follow the shape of the dose curve; as a rule, active = well fitted curve in the direction sought with a large enough effect; inconclusive = small, poorly fitted or top-dose-only effect, or another doubt; inactive = no such curve, though single readings can be large; an effect the other way counts as inactive or inconclusive.
# Results follow in this order: Abeta yeast res	D3 antag	GLP1R ag	GLP-1R inv ag	Akt phos inh	FUS yeast rescue	aSyn rescue	TDP-43 yeast inh	PTHR1 agonist
> COc1ccccc1-c1nc(C(F)(F)F)c(OC)o1
 : 5%	0	7%	13%	i	-41%	3%	13%	i
> CCOc1ccc(C(=O)Nc2c(C(N)=O)oc3ccccc23)cc1
 : 2%	47	3%	-30%	i	-14%	-8%	?	-10%
> CC(=O)Nc1ccc(NC(=O)C2CC(=O)N(Cc3ccccc3)C2)cc1 (stereo unspecified)
 : -9%	10	0%	5%	i	7%	0%	·	i
> COc1cc(OC)cc(C(=O)NC(=S)NNC(=O)c2cnccn2)c1
 : -81%[inhibitor]	4	0%	9%	i	-5%	3.5µM*	?	-12%
> CCO[C@@H]1OC(C(N)=O)=C[C@H](c2coc3ccccc3c2=O)[C@H]1CCCO
 : 7%	-28	-5%	14%	i	-27%	-2%	-12%	-17%
> Cn1cccc1C(=O)NC1CCCCCC1
 : -12%	-2	1%	-21%	i	0%	-8%	-1%	i
> CCN(CC)c1ccc(C(=O)OCC(=O)NCC2CCCO2)cc1 (stereo unspecified)
 : 8%	11	-8%	4%	·	-6%	·	-5%	i
> O=S(=O)(c1ccccc1)c1nc(-c2ccco2)oc1NCCN1CCOCC1
 : -4%	-20	10%	5%	i	24%	-10%	0%	i
> CCCCC(=O)Nc1ccc(C(=O)NNC(=O)c2cccs2)cc1
 : -4%	-8	0%	-4%	i	31%	-4%	-26%	i
> Cc1cccc(NC(=S)NNC(=O)c2ccco2)c1
 : 0%	12	-2%	-2%	i	7%	-30%	-12%	i
> COCCN(CCOC)Cc1cc(=O)oc2ccccc12
 : 9%	27	3%	25%	i	-19%	-2%	0%	-16%
> COc1ccc(C(=O)OCC(=O)Nc2ccc3c(c2)OCO3)cc1S(=O)(=O)N1CCOCC1
 : 13%	20	0%	9%	i	21%	7%	13%	i
> O=C(O)c1ccccc1C=NNc1ccc([N+](=O)[O-])cn1
 : -3%	-2	9%	20%	i	-8%	0%	-2%	i
> CCOc1ccc(-n2c(=O)c3c(C)c(C)sc3n(Cc3ccc(C(C)(C)C)cc3)c2=O)cc1
 : 1%	·	·	-10%	·	5%	·	-7%	i
> CCOC(=O)C1=C(O)c2ccccc2C(=O)/C1=C\c1ccc(CC)cc1
 : -23%	-70*	-12%	0%	i	50%	-41%[inhibitor]	?	-41%[inhibitor]
> COc1cc(C2Nc3ccccc3C(=O)N2NS(C)(=O)=O)ccc1O (stereo unspecified)
 : 13%	20	-1%	8%	i	10%	-6%	1%	-5%
> CCc1nc2ccc(C(=O)Nc3cccc(OC)c3)cn2c1N(C)Cc1ccc(OC)cc1
 : 7%	13	0%	?	i	15%	1%	0%	-2%
> Cc1cc(C)c2nc(SCC(=O)NCC3CCCO3)c(C#N)cc2c1 (stereo unspecified)
 : -15%	-13	4%	2%	i	9%	0%	13%	i
> COc1ccc(C2NN=C(c3ccc(C)cc3)S2)cc1 (stereo unspecified)
 : 7%	-5	-5%	1%	i	-28%	0%	3%	-49%[inhibitor]
> COCc1ccc(-c2c(-c3ccsc3)sc3ccccc23)cc1
 : 3%	0	17%	?	i	-2%	13%	17%	i
> Cc1cc(C)c2c(CC(=O)NNC(=O)c3ccccc3)coc2c1
 : 7%	-10	7%	-9%	i	17%	10%	7%	-8%
> Cc1cccc(N2CC(C(=O)Nc3nnc(SCc4ccccn4)s3)CC2=O)c1 (stereo unspecified)
 : 6%	-14	0%	0%	i	18µM*	3%	-1%	-7%
> Cc1ccc(NC(=O)COC(=O)CCn2c(C)csc2=O)cc1S(=O)(=O)N1CCOCC1
 : 14%	-8	-2%	20%	i	34%	0%	8%	i
> CSc1nnc(-c2ccc(NC(N)=S)cc2)o1
 : -3%	-5	-1%	-3%	i	4%	-4%	-4%	-30%[inhibitor]
> CCOC(=O)/C(C#N)=C(/C)c1ccc(OC)cc1
 : 1%	20	-2%	15%	i	2%	1%	-9%	i
> c1ccc2c(c1)[nH]c1c(N3CCSCC3)ncnc12
 : 10%	50	11%	-7%	i	10%	1%	20%	-11%[57.5 µM]
> CC(=O)NCC(=O)OCC(=O)c1ccccc1
 : 3%	13	-3%	13%	i	-22%	2%	-12%	i
> O=S(=O)(c1ccccc1)N1CCC(O)(CN2CCN(c3ccccc3)CC2)CC1
 : 1%	12	8%	23%	i	10%	9%	-10%	-37%[inhibitor]
> COc1cc(CN2CCNC(=O)C2CC(=O)NC2CCC2)cc(OC)c1 (stereo unspecified)
 : 0%	2	-5%	3%	·	-13%	5%	7%	-4%
> Cc1ccc(C)c(NC(=O)CSc2nnc(C)n3c2cc2occc23)c1
 : -3%	·	·	8%	·	-17%	·	?	i

# (further entries)
# Results follow in this order: Abeta yeast res	D3 antag	GLP1R ag	GLP-1R inv ag	Akt phos inh	FUS yeast rescue	aSyn rescue	TDP-43 yeast inh	PTHR1 agonist
> COc1ccc(NS(=O)(=O)c2cc(NC(=O)c3ccc(=O)[nH]n3)ccc2C)cc1
 : -4%	-18	7%	?	i	-14%	-4%	3%	-2%
> CS(=O)(=O)N1CCC(C(=O)NCCN2CCN(Cc3ccccc3)CC2)CC1
 : 13%	-101*	1%	0%	i	-1%	0%	-6%	-7%[57.5 µM]
> CCCCCCC1NC(C(=O)O)CS1 (stereo unspecified)
 : 12%	0	-11%	1%	-113%*	-6%	-14%	-1%	-3%[57.5 µM]
> O=C(c1cccc(Cl)c1)N1CCC(c2nc3ccccc3o2)CC1
 : 11%	·	·	-8%	·	21%	·	13µM*	0%
> Cc1nc2cc(Nc3ccncc3)ccc2s1
 : -1%	-21	10%	-4%	i	-2%	-5%	-15%	i
> Cc1onc(-c2ccccc2)c1C(=O)Nc1ccnn1C1CCCCC1
 : 5%	10	1%	?	i	0%	-3%	0%	i
> COc1cc(/C=C2\SC(=S)N(NS(=O)(=O)c3ccc(C)cc3)C2=O)ccc1O
 : -91%[inhibitor]	?	-1%	?	i	?	-67%[inhibitor]	-94%[inhibitor]	-45%[inhibitor]
> COc1cc(NC(=O)C2CCCN(c3ncccn3)C2)cc(OC)c1 (stereo unspecified)
 : -3%	10	-3%	?	i	-1%	7%	12%	i
> COc1ccc(/C=C(/NC(=O)c2ccccc2)C(=O)N/N=C/c2ccncc2)cc1
 : 2%	0	-4%	12%	i	5%	?	8%	-34%[inhibitor]
> CCCCC(=O)N(CCOC)c1nnc(-c2cccnc2)s1
 : 7%	10	2%	-5%	i	1%	1%	12%	i
> COc1ccc(N(CCCN2C(=O)c3cccc4cccc(c34)C2=O)C(=O)c2cccc(OC)c2)cc1
 : 8%	2	12%	?	i	18%	2%	12%	-16%
> Cc1c(N2C(=O)/C(=C/c3ccc(N(C)C)cc3)N(C)C2=S)c(=O)n(-c2ccccc2)n1C
 : -23%	0	9%	?	i	?	-15%	-21%	i
> Cc1c(OCC(=O)N2CCC(C(=O)O)CC2)ccc2c3c(c(=O)oc12)CCCC3
 : -16%	38	-3%	-12%	i	14%	0%	12%	-16%
> Oc1cc(-c2ccc(N3CCCCC3)nc2)cc2cccnc12
 : -34%	·	-1%	·	·	-5%	·	·	-54%[inhibitor]
> Cc1ccc(N/N=C/c2c(O)cc(C)oc2=O)cc1
 : -17%	31	-29%	?	i	9%	4%	-13%	-5%
> Cc1cc(NC(=O)CCCN2C(=O)/C(=C/c3cccs3)SC2=S)no1
 : 15%	8	21%	13%	i	·	7%	2%	-1%
> Cc1cc(N)ccc1-n1nc2ccccc2n1
 : -13%	?	22%	-4%	i	19%	0%	-16%	i
> CCCCn1nnnc1-c1nc2ccccc2[nH]c1=O
 : -15%	0	-3%	18%	i	-1%	0%	-11%	?
> O=C(COC(=O)/C=C/c1ccc(F)cc1)Nc1nnc(-c2ccccc2)o1
 : 9%	-2	-1%	3%	i	-8%	-2%	16%	-1%
> O=S(=O)(NCc1ccccc1)NCc1ccc(Cl)cc1Cl
 : 12%	17	7%	?	i	-12%	?	21%	i

# Ordered by count of non-hydrogen atoms (high to low): some entries from above.
# Results follow in this order: Abeta yeast res	D3 antag	GLP1R ag	GLP-1R inv ag	Akt phos inh	FUS yeast rescue	aSyn rescue	TDP-43 yeast inh	PTHR1 agonist
> COc1ccc(/C=C(/NC(=O)c2ccccc2)C(=O)N/N=C/c2ccncc2)cc1
 : 2%	0	-4%	12%	i	5%	?	8%	-34%[inhibitor]
> O=C(COC(=O)/C=C/c1ccc(F)cc1)Nc1nnc(-c2ccccc2)o1
 : 9%	-2	-1%	3%	i	-8%	-2%	16%	-1%
> COc1cc(NC(=O)C2CCCN(c3ncccn3)C2)cc(OC)c1 (stereo unspecified)
 : -3%	10	-3%	?	i	-1%	7%	12%	i
> Oc1cc(-c2ccc(N3CCCCC3)nc2)cc2cccnc12
 : -34%	·	-1%	·	·	-5%	·	·	-54%[inhibitor]
> CCCCC(=O)N(CCOC)c1nnc(-c2cccnc2)s1
 : 7%	10	2%	-5%	i	1%	1%	12%	i
> O=S(=O)(NCc1ccccc1)NCc1ccc(Cl)cc1Cl
 : 12%	17	7%	?	i	-12%	?	21%	i
> CCCCn1nnnc1-c1nc2ccccc2[nH]c1=O
 : -15%	0	-3%	18%	i	-1%	0%	-11%	?
> Cc1ccc(N/N=C/c2c(O)cc(C)oc2=O)cc1
 : -17%	31	-29%	?	i	9%	4%	-13%	-5%
> Cc1nc2cc(Nc3ccncc3)ccc2s1
 : -1%	-21	10%	-4%	i	-2%	-5%	-15%	i

# Only part of the results is shown (hit frequency here may not be typical).
